LGR2 inh – inhibitors of bursicon-induced LGR2 CRE-luciferase signal, primary screen, cell-based, HEK293, CRE-luciferase reporter, bursicon stimulation | Drosophila bursicon receptor LGR2 (rickets) | bursicon-stimulated, 4 h | inhibition, % at 9.99 µM | 380,000 tested, 0.35% active;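 active = drop in luminescence signal, shown as inhibition above about 50% in the replicate tests, limit read from the data, passing the limit was not always enough; inconclusive = probably only some replicates passing the limit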;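 note: agonist challenge used bursicon conditioned medium at about half maximal strength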
EWS-Fli inh – EWS/Fli-driven NR0B1 reporter inhibitors, primary screen, A673 cells, NR0B1 luciferase, luminescence, MLPCN library | viability-normalised | inhibition, % at 12.6 µM | 350,000 tested, 0.67% active | AID 651661, 2012;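 active = mean inhibition of at least 50% after viability correction, with every replicate also passing that limit; inconclusive = mean reaches 50% but only one of two replicates passes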;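 note: firefly luciferase signal divided by Alamar Blue viability fluorescence both relative to DMSO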
PAX8 inh HTS – inhibitors of PAX8-driven TPO luciferase reporter, primary screen, RMG-I cells, single concentration. SteadyGlo, 24 h. inhibition, % at 12.6 µM. 360,000 tested, 1.2% active;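 active = mean replicate inhibition at least 60% with every replicate also reaching 60%; inconclusive = only one of the two criteria is met; inactive = mean below 60% and not all replicates reaching 60%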;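 note: luciferase light reporting Pax8 driven TPO promoter activity; plate controls were median of neutral control wells for no effect and mitoxantrone controls for full effect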
PGC1a acetyl inh – inhibitors of PGC1a acetylation signal, primary screen, cell-based, U2OS, AlphaScreen, inhibitor mode; 350,000 tested, 0.17% active; AlphaScreen anti-acetyl-lysine; with virally co-expressed GCN5 acetyltransferase; inhibition, % at 15.6 µM; AID 651687, 2012;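 active = every replicate shows inhibition of at least 40%; inconclusive = mean inhibition at least 40% but some replicate below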;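 note: 0% = neutral control wells and 100% = positive control wells; some results beyond the cut were filed as inactive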
miR-122 sensor – miR-122 Renilla sensor signal increase in Huh7, primary screen, miR-122 inhibitor project, cell-based, single point, plate reader. AID 602342, 2012. 340,000 tested, 0.3% active. Huh7 miR-122 Renilla luciferase sensor, 48 h; neutral wells = 0, positive control = 100. activation (reporter increase), % at 12.5 µM;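 active = mean replicate activation score at least 90 and every replicate individually at or above 90; inconclusive = only one of the two criteria met; inactive = neither criterion met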;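 note: higher luciferase means less miR-122 activity so hits act as miR-122 inhibitors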
FN deposition inh – inhibitors of fibronectin matrix deposition, primary screen, AH1F cells, Alexa488-fibronectin fluorescence, plate reader; AH1F fibroblasts, overnight; inhibition, % at 12.6 µM; 350,000 tested, 0.086% active;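 active = mean inhibition across replicates of 30% or more, regardless of how many single replicates reach that level; inconclusive = mean under 30% yet at least half of replicates reach 30%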;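 note: positive control wells lacked labelled fibronectin entirely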
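material = AH1F fibroblast monolayer depositing Alexa488-labelled fibronectin into matrix | amount = 10000 AH1F cells/well | buffer or medium = DMEM plus 2% serum, read in PBS | incubation = 1 h cell adhesion before compound, then overnight fibronectin incubation | detection = fluorescence at 485 nm excitation, 525 nm emission | evaluation = percent inhibition as loss of matrix-bound fibronectin fluorescence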
CASP6 VEID inh – human caspase-6 inhibitors, primary screen, biochemical, VEID-R110 fluorescence, single point, set 2; P55212; purified caspase-6, Z-VEID-R110 cleavage fluorescence; inhibition, % at 12.5 µM; 350,000 tested, 0.53% active;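 active = mean inhibition across replicates at least about 35%, with every replicate also reaching that limit, limit read from the data; inconclusive = only one of the two criteria met; inactive = neither criterion met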;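 note: 0% = median of neutral control wells and 100% = no fluorescence left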
Target sequence (P55212 24-179 limits assumed): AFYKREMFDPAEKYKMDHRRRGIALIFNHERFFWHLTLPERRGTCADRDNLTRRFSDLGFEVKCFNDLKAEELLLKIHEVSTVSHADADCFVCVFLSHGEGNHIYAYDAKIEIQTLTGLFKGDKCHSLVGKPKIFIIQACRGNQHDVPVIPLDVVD
Target sequence (P55212 194-293 limits assumed): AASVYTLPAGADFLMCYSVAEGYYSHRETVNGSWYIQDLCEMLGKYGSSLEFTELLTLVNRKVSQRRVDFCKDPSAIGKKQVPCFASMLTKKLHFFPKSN
Cneo AK release – Cryptococcus neoformans cell lysis inducers, primary screen, AK release luminescence, single concentration; C. neoformans lysis, adenylate kinase release luminescence, 4 h; normalised: neutral wells 0, clomiphene wells 100; 360,000 tested, 0.2% active; AID 651654, 2012; lysis activity, % at 15 µM;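 active = mean lysis activity across replicates of at least 80%, whatever share of replicates individually reach that level; inactive = mean lysis activity below 80%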
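Assay system: log-phase C. neoformans yeast / Quantity: yeast cell density of 5 × 10^6 cells/mL / Medium: fresh YPD growth medium / Compound: single dose / Timing: static 4 h at 37 °C with compound, 1 h detection / Measured by: adenylate kinase release luminescence / Read-out: lysis from increased AK signal / Benchmarks: Clomiphene as positive lysis control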
The depositor's hits bear a star; ? = inconclusive; · = not tested or not shown; [ ] = another dose, or the depositor's remark. Outcome played no part in choosing rows, and some 2.5% of all compounds hit somewhere here.

The line under a structure holds: LGR2 inh	EWS-Fli inh	PAX8 inh HTS	PGC1a acetyl inh	miR-122 sensor	FN deposition inh	CASP6 VEID inh	Cneo AK release
1. Cc1ccc(S(=O)(=O)N[C@@H]2CC[C@H](CC(=O)NC3CCCCC3)O[C@H]2CO)cc1
  10	-1	5	4	·	1	3	0
2. CCOC(=O)N1CCN(C(=O)C[C@@H]2C[C@@]3(C(=O)OCC)CCCC=C3N(CCc3ccc(OC)c(OC)c3)C2=O)CC1
  -5	-1	-11	·	·	1	1	·
3. COc1ccccc1S(=O)(=O)N(C)C[C@H]1OCc2ccccc2-c2c(n(C)c3ccccc23)C(=O)N([C@H](C)CO)C[C@@H]1C
  -1	19	62*	19	·	-2	1	-3
4. CNC(=O)C[C@H]1CC[C@@H]2[C@H](COc3ccc(NC(=O)c4ccccc4Cl)cc3C(=O)N2C)O1
  9	-22	-32	3	-6[16.7 µM]	-15	-5	2
5. CCOC(=O)N1CCN(C(=O)c2ccc3c(c2)N(C)C(=O)/C(=C\c2ccc(OCC)c(OC)c2)S3)CC1
  -19	9	31	-6	-9	5	11	0
6. COc1ccc(Cl)cc1NC(=O)CN(C)C(=O)c1ccc(C)s1
  -8	6	37	-9	6	5	0	-3
7. CN(C)CC#Cc1ccc([C@H]2[C@@H](CO)N3CCCCN(C(=O)Nc4cc(F)ccc4F)C[C@H]23)cc1
  -1	5	-20	-3	6[16.7 µM]	·	1	-2
8. C[C@H](CO)N1C[C@H](C)[C@@H](CN(C)C(=O)CN(C)C)Oc2ncc(C3=CCCC3)cc2C1=O
  -7	-1	·	3	5[16.7 µM]	-2	-1	-1
9. O=S(=O)(NC1CC1)c1ccc(S(=O)(=O)N2CCCC3(CCCCC3)C2)cc1
  -19	·	·	16	-5	·	·	-1
10. CCNC(=S)N(CCN(CC)CC)Cc1cc2cc3c(cc2[nH]c1=O)OCO3
  3	8	39	11	-8	3	-1	-1
11. CCN(CCCNC(=O)C1CCN(S(=O)(=O)c2cnc[nH]2)CC1)c1cccc(C)c1
  ·	·	·	12	1	5	·	3
12. C[C@H]1CN([C@@H](C)CO)C(=O)c2cc(C#CC3(O)CCCC3)cnc2O[C@@H]1CN(C)C(=O)Nc1ccc2c(c1)OCO2
  24	-10	·	4	·	·	1	0
13. C[C@H](CO)N1C[C@H](C)[C@H](CN(C)S(=O)(=O)c2ccc(C#N)cc2)Oc2ncc(Br)cc2C1=O
  11	-19	·	5	4[16.7 µM]	-1	16	11
14. COc1ccc2[nH]cc(CCNS(=O)(=O)c3ccc(C)cc3)c2c1
  -6	15	3	3	·	-9	-2	·
15. Cc1ccc(S(=O)(=O)N(C)C)cc1NC(=O)C(C)OC(=O)/C=C/c1cccs1 (centres undefined)
  -3	-1	-10	-8	-6	13	-1	-2
16. CN1c2ccc(-c3cccc(F)c3)cc2[C@@H]2[C@@H](CCN2C(=O)C2CC2)[C@@H]1CO
  -1	29	47	4	24[16.7 µM]	-1	1	-10
17. CCOc1ccc(NC(=O)CN(C)C(=O)c2cn(-c3ccccc3)nc2-c2cccs2)cc1OCC
  1	·	19	-4	-3	0	3	-5
18. CCOC(=O)c1ccc(NC(=O)COC(=O)Cc2csc(-c3ccccc3)n2)cc1
  -4	11	-22	6	-4	0	0	-2
19. CC(C)C(C(=O)Nc1ccc2c(c1)OCO2)N1C(=O)c2ccccc2C1=O (centres undefined)
  ·	·	·	0	2	4	·	10
20. COc1ccc(-c2c(C#Cc3ccsc3)c3ccccc3n2C)cc1
  ·	-10	2	-4	2	-6	-1	1
21. O=C1N/C(=C\c2ccc(N3CCOCC3)c(F)c2)C(=O)N1Cc1ccccc1
  ·	·	·	13	-2	7	·	-1
22. COC(=O)Cc1nnn2c1[C@@H](C)[C@@H](c1ccccc1Br)OC[C@@H]2c1ccccc1
  42	-6	11	·	·	-2	-4	·
23. CO[C@H]1CN(C)C(=O)c2ccc(NC(=O)CC(F)(F)F)cc2OC[C@@H](C)N(C(=O)C2CC2)C[C@@H]1C
  -8	-10	-35	1	·	-11	3	·
24. COC(=O)C1=C(C)N(CCCC(=O)O)C(=O)NC1c1ccccc1OS(=O)(=O)c1ccc([N+](=O)[O-])cc1 (centres undefined)
  -12	5	13	·	·	-5	0	-2
25. CC(=O)c1cccc(S(=O)(=O)N2CCC(C(=O)Oc3ccc(-c4nnco4)cc3)CC2)c1
  -11	-4	16	8	·	2	0	4
26. CCCCCCSc1ccc([C@@H]2[C@@H]3C(=O)N(C)C(=O)[C@@H]3[C@]3(C(=O)OC)CCCCN23)cc1
  ·	6	17	-9	-5	27	0	-1
27. C[C@@H]1CN([C@@H](C)CO)C(=O)c2cc(C#Cc3ccccc3)cnc2O[C@@H]1CN(C)C(=O)CCN1CCCCC1
  1	0	·	-1	-7[16.7 µM]	·	-1	2
28. CC1(C(=O)NC2CCN(Cc3ccccc3)CC2)CCN1Cc1cc2ccccc2o1 (centres undefined)
  -3	-5	-3	4	-3	-6	-6	1
29. COc1ccc(CCNC(=O)C(C)OC(=O)c2cccs2)cc1OC (centres undefined)
  -5	-3	2	·	-1	-1	-2	0
30. Nc1nc(Nc2ccccc2F)nc(N2CCCC2)c1[N+](=O)[O-]
  -60	-20	-40	-4	-7	9	0	0

The closing 3 records of the part above come first, to join the parts.
The line under a structure holds: LGR2 inh	EWS-Fli inh	PAX8 inh HTS	PGC1a acetyl inh	miR-122 sensor	FN deposition inh	CASP6 VEID inh	Cneo AK release
28. CC1(C(=O)NC2CCN(Cc3ccccc3)CC2)CCN1Cc1cc2ccccc2o1 (centres undefined)
  -3	-5	-3	4	-3	-6	-6	1
29. COc1ccc(CCNC(=O)C(C)OC(=O)c2cccs2)cc1OC (centres undefined)
  -5	-3	2	·	-1	-1	-2	0
30. Nc1nc(Nc2ccccc2F)nc(N2CCCC2)c1[N+](=O)[O-]
  -60	-20	-40	-4	-7	9	0	0
31. C[C@H]1CN(S(=O)(=O)C(C)(C)C)[C@H](CCO)/C1=C\c1ccccc1
  -13	4	4	-3	-3	0	-2	-1
32. COc1ccccc1/C=N/Nc1nncc2ccccc12
  -32	-97	-142	·	·	-2	1	·
33. COC(=O)c1ccc2c(c1C(=O)OC)CN(S(=O)(=O)C(C)(C)C)[C@H]2CCO
  -14	-4	-9	-15	-5	0	4	5
34. CCN1CCN(C(=O)/C=C/c2ccccc2[N+](=O)[O-])CC1
  9	10	14	·	·	3	-2	·
35. CS(=O)(=O)N(CC(=O)N1CCOCC1)c1cccc(Cl)c1
  ·	-3	-2	3	-2	9	3	5
36. COc1ccc(CN(C)C[C@H]2OCCCC[C@@H](C)Oc3ccc(NC(=O)Nc4c(C)noc4C)cc3C(=O)N([C@@H](C)CO)C[C@H]2C)cc1
  5	-3	-16	-14	-6[16.7 µM]	·	0	0
37. COc1ccc(-c2oc3ccc(-c4cc(OC)c(OC)c(OC)c4)cc3c2C(=O)c2ccc(OC)nc2)cc1
  13	23	-6	5	0	3	7	-1
38. CCC(CC)C(=O)N(C)c1c(C)nc2c(OCCC3CCCCC3)cccn12
  24	6	-2	7	-9	-19	3	3
39. CCOc1ccc(-c2nnc3sc(COc4ccccc4)nn23)cc1
  ·	·	·	8	2	-12	·	5
40. Cc1ccc(C)c2[nH]c(=O)c(CCNC(=O)c3cc4ccccc4o3)cc12
  -23	-7	-7	-12	-2	-3	-4	-4

Excerpt: entries 31 to 35
The line under a structure holds: LGR2 inh	EWS-Fli inh	PAX8 inh HTS	PGC1a acetyl inh	miR-122 sensor	FN deposition inh	CASP6 VEID inh	Cneo AK release
31. C[C@H]1CN(S(=O)(=O)C(C)(C)C)[C@H](CCO)/C1=C\c1ccccc1
  -13	4	4	-3	-3	0	-2	-1
32. COc1ccccc1/C=N/Nc1nncc2ccccc12
  -32	-97	-142	·	·	-2	1	·
33. COC(=O)c1ccc2c(c1C(=O)OC)CN(S(=O)(=O)C(C)(C)C)[C@H]2CCO
  -14	-4	-9	-15	-5	0	4	5
34. CCN1CCN(C(=O)/C=C/c2ccccc2[N+](=O)[O-])CC1
  9	10	14	·	·	3	-2	·
35. CS(=O)(=O)N(CC(=O)N1CCOCC1)c1cccc(Cl)c1
  ·	-3	-2	3	-2	9	3	5

Other results.
The line under a structure holds: LGR2 inh	EWS-Fli inh	PAX8 inh HTS	PGC1a acetyl inh	miR-122 sensor	FN deposition inh	CASP6 VEID inh	Cneo AK release
41. CCC(=O)Nc1ccc(/C(C)=N\NC(=O)c2ccc(OC)cc2)cc1
  -1	-4	-27	1	-4	5	-3	6
42. O=C(Nc1ccccc1O)c1cccc(S(=O)(=O)N2CCOCC2)c1
  38	-1	-7	-4	14	0	2	1
43. COc1ccc(C(=O)COC(=O)CNC(=O)c2ccccc2)cc1F
  -4	-4	-17	2	-4	4	2	12
44. CC(C)c1ccc(-c2nnn(CC(=O)N3CCCCC3)n2)cc1
  -9	-38	-4	?	4	5	-1	-4
45. COc1ccc(C(=O)c2cn[nH]c2-c2cc(C)ccc2O)cc1
  -3	2	-42	·	9	-6	0	-1
46. C=C[C@]1(C)C=C2C(=O)[C@@]3(O)OC(=O)[C@@]4(CCCC(C)(C)[C@H]34)[C@@]2(O)CC1
  13	15	6	15	7	1	37*	0
47. CCN(CC(=O)NC1CCS(=O)(=O)C1)C(=O)c1ccc(S(=O)(=O)N(CC)CC)cc1 (centres undefined)
  -12	6	-8	-2	·	-1	-2	-2
48. CC1(C(=O)Nc2ccccc2)CCN1C(=O)C1(c2ccc(Cl)cc2)CC1 (centres undefined)
  17	-5	5	0	2	-29	2	0
49. CC(C)C#Cc1ccc2c(c1)O[C@H](CN(C)Cc1cccnc1)[C@@H](C)CN([C@@H](C)CO)S2(=O)=O
  -6	23	14	-13	39[16.7 µM]	-13	-1	-1
50. C=CCNc1nc(-c2ccccn2)nnc1-c1ccccc1
  ·	·	?	-44	5	7	·	-1
51. COC(C(=O)Nc1ccnn1C1CCN(Cc2ccccn2)CC1)c1ccccc1 (centres undefined)
  -1	6	7	·	0	·	-2	0
52. CNC[C@H]1Oc2cc(C#Cc3ccccn3)ccc2S(=O)(=O)N([C@@H](C)CO)C[C@@H]1C
  -31	-4	·	1	-4[16.7 µM]	·	0	49
53. COc1ccc([C@H]2C=C(C(=O)N3CCN(Cc4ccc5c(c4)OCO5)CC3)O[C@@H](OCc3ccc(CO)cc3)C2)cc1
  ·	3	-4	·	·	·	1	-2
54. CC(C)C(=O)Nc1ccc2c(c1)C(=O)N(C)[C@@H]1CC[C@@H](CC(=O)NCc3ccccc3)O[C@H]1CO2
  -21	3	2	0	2[16.7 µM]	4	0	-2
55. NCCc1nnc(SCc2ccc(F)cc2)o1
  ·	·	1	0	-9	11	·	1

Screens (PubChem)
